# High-throughput results as filed in PubChem.
# MITF TRPM1 inh: inhibitors of MITF-driven TRPM1 promoter in melanoma cells; SK-MEL-5 TRPM1 promoter luciferase, 24 h; inhibition, % at 12.5 µM; 330,000 compounds, 0.83% hits; AID 488899;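 active = mean inhibition across replicates of 60% or more, whatever share of single replicates reaches that level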; also: values of inactives mirror those of a sister screen read the other way
# C8 TRAIL sens: sensitizes caspase-8 expressing cells to TRAIL | inhibition (viability loss, TRAIL sensitization), % at 10 µM | 360,000 compounds, 1% hits | NB7+C8 cells + TRAIL, ATPlite viability luminescence;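 active = compounds causing at least 50% loss of cell viability in the single-dose screen, relative to plate controls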
# CF NFkB block: cystic fibrosis NF-kB activation inhibition; KKLEB NF-kB-GFP reporter, PAF-induced, GFP fluorescence overnight; inhibition, % at 5 µM; 360,000 compounds, 0.86% hits; AID 588850;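 active = at least 50% inhibition at 5 µM, scaled per plate between neutral and stimulator controls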;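 also: PAF is a Pseudomonas aeruginosa culture filtrate used as stimulus; plate controls were PAF-stimulated DMSO wells for no effect and unstimulated DMSO wells for full effect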
# iPSC survival up: increases survival of single human iPS cells. hiPSC single-cell survival, ATPlite luminescence; 100% = ROCK inhibitor wells, 0% = DMSO. survival enhancement, % at 20 µM. 360,000 compounds, 0.044% hits. AID 602274; in the data active = survival enhancement above about 18%;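 also: cells exposed to compounds for 16 hours before the ATP read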
# LMP1 NFkB inh: Epstein-Barr LMP1 NF-kappaB reporter inhibition; LMP1-induced NF-kappaB luciferase reporter cells, luminescence; inhibition, % at 12.5 µM; 350,000 compounds, 0.69% hits; AID 504558; in the data active = inhibition above about 41%;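 also: 0% = neutral control wells and 100% = reference inhibitor control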
# NR2E3 ag-1: agonists of human NR2E3 nuclear receptor; CHO-S Gal4-NCOR/VP16-NR2E3 two-hybrid, luciferase; inhibition of corepressor binding, % at 3.98 µM; 360,000 compounds, 0.35% hits; AID 602229; Q9Y5X4;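 active = inhibition above the mean of all tested compounds plus 3 SD, cut at about 70% in these data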;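 also: 0% = DMSO with NR2E3 transfected cells and 100% = cells lacking NR2E3 construct; higher means lower luciferase signal from less NR2E3 corepressor binding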
# Target sequence (Q9Y5X4 whole entry, looked up, the tested form may be a part): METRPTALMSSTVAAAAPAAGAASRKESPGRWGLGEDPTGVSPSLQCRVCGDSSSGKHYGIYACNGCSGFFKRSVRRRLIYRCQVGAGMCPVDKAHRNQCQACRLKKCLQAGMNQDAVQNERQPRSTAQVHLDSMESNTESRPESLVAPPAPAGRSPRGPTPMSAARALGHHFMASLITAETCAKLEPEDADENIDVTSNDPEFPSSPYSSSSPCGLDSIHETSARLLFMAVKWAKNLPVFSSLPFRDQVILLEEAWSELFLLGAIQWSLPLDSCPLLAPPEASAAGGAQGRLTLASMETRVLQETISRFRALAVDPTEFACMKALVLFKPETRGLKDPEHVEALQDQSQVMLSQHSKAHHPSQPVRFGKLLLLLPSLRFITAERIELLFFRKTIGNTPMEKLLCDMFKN
# KKLEB tox: CF airway cell cytotoxicity counter-screen; KKLEB CF airway cells viability, ATPlite luminescence, overnight; active compounds read low; cells stimulated with P. aeruginosa culture filtrate; activity change (cytotoxicity), % at 5 µM; 360,000 compounds, 0.36% hits; AID 602141;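 active = corrected activity change at or below -50% at 5 µM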
# Shn3 inh set2: reduces Shn3 3'UTR luciferase signal in osteoblasts. Clone20 osteoblast Shn3 3'UTR firefly luciferase, 24 h. inhibition, % at 12.5 µM. 360,000 compounds, 0.52% hits. AID 588674;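 active = mean inhibition of at least 75% with every replicate also reaching 75%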;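 also: 0% = median of neutral control wells and 100% = pilot-screen positive control compound; some compounds past the cut are filed as inactive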
# Peg3 prom inh: inhibitors of Peg3 promoter; HeLa PEG-Prom luciferase reporter, luminescence, overnight; inhibition, % at 20 µM; 360,000 compounds, 1.7% hits; AID 588405;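 active = inhibition of at least 50% at 20 µM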
# NR2E3 ag-2: activates human photoreceptor nuclear receptor NR2E3; Q9Y5X4; AID 2300; 320,000 compounds, 0.12% hits; GST-NR2E3/biotin-RetCOR TR-FRET, 1536-well; inhibition of corepressor binding, % at 4.78 µM;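 active = percent inhibition above the cutoff of mean plus 3 SD of all tested compounds, set per screening campaign, cut at about 20% in these data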;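 also: 0% = DMSO wells and 100% = biotin wells as full block of FRET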
#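 Material – GST-tagged NR2E3 plus biotinylated RetCOR corepressor · Quantity – NR2E3 fusion 1.35 nM · Times – 5 h incubation at 4 °C · Medium – pH 7.5 Tris-based buffer · Technique – TR-FRET, Eu(K)-anti-GST donor, streptavidin-D2 acceptor, ex 340, em 617/671 nm · Benchmarks – high control biotin, low control 0.6% DMSO · Format – 1536-well plates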
# HIF-2a inh: blocks HIF-2a reporter activity; AID 624352; 360,000 compounds, 0.72% hits; inhibition, % at 18.8 µM; 786-0 RCC cells HIF-2a reporter, luciferase luminescence, overnight;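 active = inhibition of the luminescence signal of 40% or more relative to plate controls, in a single-dose primary screen at 18.75 µM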
# An asterisk follows results filed as active; . = no result given. A portion of the library; the hit share may differ from the screen's.
SMILES,MITF TRPM1 inh,C8 TRAIL sens,CF NFkB block,iPSC survival up,LMP1 NFkB inh,NR2E3 ag-1,KKLEB tox,Shn3 inh set2,Peg3 prom inh,NR2E3 ag-2,HIF-2a inh
CCN(Cc1ccccc1)C(c1ccc(C)cc1)c1nnnn1C(C)(C)C (centres undefined),5.2,24.2,6.0,-0.4,-2.3,-7.1,-1.5,5.1,14.4,0.1,17.3
COc1cc(/C=N/NC(=O)c2ccc(N3CCCC3=O)cc2)ccc1O,-4.1,-27.9,-61.5,-0.2,-1.3,13.4,28.0,-1.6,20.4,3.8,10.5
S=C1NCN(Cc2ccco2)CN1c1cccc2ccccc12,6.7,16.5,10.9,-0.6,-0.6,4.3,-9.4,3.7,15.7,1.7,-8.0
O=C(C1CCCO1)N1CCN(C(=S)Nc2ccc(Br)cc2)CC1 (centres undefined),6.0,-8.3,13.9,0.9,1.1,5.3,7.0,22.4,3.4,0.1,-4.9
CC(=O)NC(Cc1ccc(F)cc1)C(=O)NC1CCN(C(=O)Nc2ccccc2C)CC1 (centres undefined),-4.2,-8.8,-11.2,2.1,1.9,-27.4,-2.9,1.7,22.8,4.0,16.9
Cc1ccc(N(CC(=O)NCCSc2ccccn2)S(=O)(=O)c2ccc(F)cc2)cc1,9.3,5.3,-12.2,-0.2,-1.4,-0.8,-2.1,-5.1,9.1,3.3,8.1
COCCNC(=O)C1CC2Cn3c(nc4cc(C)c(C)cc43)C2N1C (centres undefined),-3.4,-7.1,5.6,6.3,-16.3,16.3,11.3,22.6,-14.6,0.3,-2.4
Cn1c(=O)cc(SCC(=O)N2CCCC2)c2ccccc21,-7.7,4.1,-11.1,-4.1,-5.3,-24.4,-7.7,-6.3,-13.7,2.2,-7.0
CC(C)Oc1ccc(S(=O)(=O)N2CCOCC2)cc1NC(=O)CC1CC2CCC1C2 (centres undefined),.,-3.1,8.3,2.0,-15.7,0.7,6.3,-4.7,12.6,.,-1.9
O=C(O)c1ccccc1NS(=O)(=O)c1cccc2nsnc12,3.2,-15.7,-8.0,0.2,2.1,-5.0,11.0,-2.2,0.3,2.5,16.8
Cc1ccc(S(=O)(=O)N(C(=O)c2ccncc2)c2ccc(OC(=O)c3ccncc3)c3ccccc23)c(C)c1,46.4,21.8,21.0,-3.9,3.5,-26.7,-4.5,13.8,50.8*,0.7,39.8
CCCc1cc(=O)[nH]c(SCc2cccnc2)n1,8.9,4.4,2.1,-1.9,-2.5,-20.7,-5.5,-15.3,3.8,2.5,8.8
COc1cccc(CN2C(=O)N(C(C)C)C(N(O)C(=O)NC(C)C)C2(C)C)c1OC (centres undefined),-8.7,5.5,5.5,0.0,-1.2,-8.8,4.3,20.7,5.3,-0.6,9.1
Cn1c(Cn2nnc3ccccc32)nnc1SCC(=O)Nc1ccc2c(c1)OCO2,4.7,-8.3,-7.5,0.5,-11.4,1.5,1.9,-4.6,-0.5,1.0,9.9
CC(=O)Nc1ccc(NC(=O)C(C)OC(=O)c2cccs2)cc1 (centres undefined),1.0,-3.5,-0.3,-0.5,-1.1,-0.1,9.6,2.8,7.5,-0.3,9.8
N#C/C(=C(/O)CCl)c1nc2c(s1)CCc1ccccc1-2,6.1,1.5,-12.5,-0.5,-13.9,-51.9,-1.6,-60.0,-165.2,-3.3,-221.3
Cc1noc(C)c1CSCC(=O)Nc1cc(C(F)(F)F)ccc1N1CCCCC1,-8.2,22.5,0.3,0.4,12.4,38.5,9.9,17.1,23.7,-0.7,1.4
O=C(CSc1nc2ccccc2n1Cc1ccc(Cl)cc1)N/N=C/c1ccc(C(=O)O)cc1,-2.3,-4.1,-5.5,0.2,6.1,-20.6,-0.9,-5.3,5.1,1.3,16.1
O=C(O)CCS(=O)(=O)Cc1cccc(Cl)c1,-1.4,-3.5,0.2,-0.3,-25.2,-11.0,-1.3,7.9,5.3,-0.7,6.6
CCOCCCNCc1cccc(OCc2ccc(F)cc2)c1,-2.7,6.5,2.0,-1.0,0.5,-2.2,3.7,10.1,6.7,-1.4,0.1
O=c1c2ccccc2n2c(=S)[nH]nc2n1-c1ccccc1,5.2,8.3,13.2,-0.1,0.9,-11.2,3.5,-4.4,4.2,-0.2,1.7
O=C(Nc1nccs1)c1sc2ccccc2c1Cl,1.7,74.3*,0.2,-3.5,-4.1,-147.1,-25.9,-10.1,-75.5,0.8,-67.6
Cc1nnc(SCC(=O)N(C)c2ccccc2)n1Cc1ccccc1,16.0,13.2,-2.4,-1.3,-3.8,1.9,2.1,-2.5,4.5,-0.3,5.7
CC(C)CCNC(=O)C(=O)NC1CCCC1,-27.0,-2.8,15.5,2.3,-10.0,-39.1,-3.5,-63.1,-102.2,-2.0,-152.0
CCCC(=O)c1c(NCCO)cc(C)oc1=O,7.6,-0.2,-7.2,0.4,0.1,-2.9,8.4,8.9,2.5,3.5,11.6

# The last four entries of the section before open the next one:
SMILES,MITF TRPM1 inh,C8 TRAIL sens,CF NFkB block,iPSC survival up,LMP1 NFkB inh,NR2E3 ag-1,KKLEB tox,Shn3 inh set2,Peg3 prom inh,NR2E3 ag-2,HIF-2a inh
O=C(Nc1nccs1)c1sc2ccccc2c1Cl,1.7,74.3*,0.2,-3.5,-4.1,-147.1,-25.9,-10.1,-75.5,0.8,-67.6
Cc1nnc(SCC(=O)N(C)c2ccccc2)n1Cc1ccccc1,16.0,13.2,-2.4,-1.3,-3.8,1.9,2.1,-2.5,4.5,-0.3,5.7
CC(C)CCNC(=O)C(=O)NC1CCCC1,-27.0,-2.8,15.5,2.3,-10.0,-39.1,-3.5,-63.1,-102.2,-2.0,-152.0
CCCC(=O)c1c(NCCO)cc(C)oc1=O,7.6,-0.2,-7.2,0.4,0.1,-2.9,8.4,8.9,2.5,3.5,11.6
C/C(=N\N=C1\NC(=O)C(CC(=O)O)S1)c1ccccn1 (centres undefined),.,-2.0,0.7,-0.3,.,15.6,1.6,-14.3,10.4,-6.3,13.7
CCCN(c1ccc(OCC)cc1)S(=O)(=O)c1ccc2c(c1)NC(=O)CO2,-3.0,-4.7,-11.5,-0.3,-39.7,-0.4,3.4,8.8,0.2,2.9,5.5
Cc1ncc([N+](=O)[O-])n1CC(=O)NC1CCCC1,-10.6,-13.0,14.0,-1.9,-1.4,-27.4,1.8,-2.9,12.8,0.1,9.9
Cc1occc1C(=O)NCCCCNC(=O)c1ccoc1C,-3.0,-0.9,-14.3,-0.8,-2.2,-12.9,0.8,-4.0,7.4,-0.8,21.4
Cc1ccc(F)cc1C(=O)N1CCCC(C)(C(=O)NS(=O)(=O)C2CC2)C1 (centres undefined),.,14.1,-26.8,0.8,.,-15.6,1.1,7.1,20.6,.,7.1
Cc1c(NC(=O)c2cccs2)c(=O)n(-c2ccccc2)n1C,-11.6,1.9,-9.9,-0.4,0.8,-4.8,-0.8,-1.3,16.3,-3.2,11.9
COc1ccc(C2/C=C\CC(OCc3ccccc3)CC(=O)N2Cc2cccc(F)c2)cc1 (centres undefined),0.1,0.7,-7.3,-0.9,1.1,-19.8,7.1,26.6,10.0,.,5.8
Cc1ccc(C)c(NC2CCCCC2NS(=O)(=O)c2ccccc2)c1 (centres undefined),7.0,10.5,7.8,-0.2,4.6,-4.9,-7.1,12.2,20.1,3.4,19.8
CCO[C@@H]1OC(C(=O)NC2CC2)=C[C@H](c2coc3ccccc3c2=O)[C@H]1CCCO,-4.1,-15.1,7.3,-0.7,1.2,-15.9,12.7,92.1*,-4.1,5.4,16.6
Cc1ccc(S(=O)(=O)NC(=O)C2(C)CCN2C(=O)C2(c3ccc(Cl)cc3)CCC2)nc1 (centres undefined),.,-6.9,-5.7,4.8,.,14.6,7.7,-15.0,5.3,.,12.5
Cc1ccc(OCCCC(=O)Nc2ccc(N3CCOCC3)cc2)cc1,2.9,16.4,-1.3,-0.1,-0.4,-24.4,2.5,6.4,7.5,0.0,17.0
CCN(CC)S(=O)(=O)c1ccc(Cl)c(NC(=O)COc2ccc(OC)cc2)c1,-2.6,1.8,2.5,0.2,7.5,-13.4,0.0,11.1,28.9,-1.7,17.4
COCCn1c(SCC(=O)NCC2CCCO2)nc2c(c1=O)SC(C)C2 (centres undefined),-1.7,-28.2,16.0,5.0,-14.1,-27.1,-11.9,-16.0,0.7,7.1,3.3
O=[N+]([O-])c1ccc(/C=N/NC(=S)Nc2ccc(Cl)cc2Cl)s1,40.4,43.8,-2.2,-0.7,15.1,-7.9,0.0,3.9,60.5*,2.6,-29.5
COc1ccc(S(=O)(=O)N2CCCC(C(=O)Nc3cccc(C(C)=O)c3)C2)cc1 (centres undefined),11.1,9.0,4.9,-0.1,1.8,4.9,8.2,1.7,7.0,0.1,23.5
CC1CCN(C(=O)COC(=O)c2cccc(NS(=O)(=O)c3ccccc3)c2)CC1,-11.0,-11.3,-34.9,-0.2,-2.1,-28.9,6.0,7.8,-79.6,-1.2,-11.8
O=C(N/N=C/c1ccccc1)c1ccc(-c2ccccc2)cc1,-22.2,-2.6,1.0,-0.1,-23.6,-7.9,1.2,-27.0,-19.3,-2.9,-68.4
Cc1nn(Cc2noc(C(=O)NCCc3ccccn3)n2)c(C)c1Br,-10.9,10.6,0.6,0.0,0.6,9.2,1.1,-15.2,17.3,0.3,5.4
NC(=O)C1CCN(C(=O)c2cnn(-c3ccccc3)c2NC(=O)c2ccco2)CC1,2.2,-16.9,0.3,2.6,-1.2,-25.0,12.4,-7.5,5.9,1.0,7.5
COC(=O)c1cn(Cc2ccccc2C)nn1,-11.3,8.1,0.6,0.5,-8.7,6.7,6.4,-20.1,14.2,-2.4,11.0
COc1ccccc1N(CC(=O)N1CCN(c2ccccc2)CC1)S(=O)(=O)c1ccc(C)cc1,-1.8,-1.6,8.4,-0.1,1.2,-8.2,-12.6,-2.3,18.7,-0.1,15.9
CC(=O)N(C)c1ccc(NC(=O)C(Sc2ccccc2)c2ccccc2)cc1 (centres undefined),-5.9,2.0,-52.3,-0.5,-12.8,-31.4,6.0,-2.2,-19.1,1.5,-25.7
CC(=O)c1c(O)cc(C)n(Nc2nc(C)cc(C)n2)c1=O,-3.1,7.3,8.2,2.4,16.1,-12.6,-7.5,17.7,-18.6,0.9,-3.1
CS(=O)(=O)c1ccc(-c2sc3cc4c(cc3c2C(=O)NN2CCOCC2)OCO4)cc1,-3.3,-0.9,-12.7,-1.9,1.9,-21.7,-0.8,-16.6,6.5,.,1.1
Cc1cc(C)c(N=Cc2c(O)n(-c3nccs3)c(=O)c3ccccc23)c(C)c1,-1.9,-3.0,-2.9,0.7,7.8,7.7,8.5,-0.4,1.6,2.1,21.1
Cc1ccc(S(=O)(=O)NCc2ccco2)c(C)c1C,-11.5,-10.4,-16.0,-1.0,-3.8,-7.5,-4.0,2.8,3.2,0.0,10.3
